FAS TE block: FAS thioesterase domain inhibitors, primary screen, biochemical, fluorescence intensity, uHTS; Fatty acid synthase (Homo sapiens), P49327; recombinant FAS-TE, OMFH fluorogenic substrate, fluorescence endpoint; inhibition, % at 15 µM; 360,000 compounds, 0.67% hits; AID 602261, 2012;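 active = compounds whose normalised, plate-corrected inhibition of enzyme fluorescence in the single-dose primary screen is 50% or more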;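 note: 0% = DMSO with enzyme and 100% = substrate without enzyme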
Tb MetRS inh: T. brucei MetRS inhibitors, primary screen, biochemical, luminescence; purified T. brucei MetRS, ATP depletion, Kinase-Glo luminescence; 360,000 compounds, 0.4% hits; inhibition, % at 11.9 µM; methionyl-tRNA synthetase (Trypanosoma brucei brucei);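 active = inhibition above a per-plate cutoff of the control wells' mean inhibition plus 3 SD, cut at about 5.5% in these data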;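 note: 0% = DMSO wells median and 100% = median of wells with control inhibitor compound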
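Material: T. brucei methionyl-tRNA synthetase, purified; reagent: substrates ATP, L-methionine and bulk Escherichia coli tRNA; dosing: 11.9 µM single point; timing: 15 min plus 2 h at 25 °C; detection: luminescence of leftover ATP; evaluation: % inhibition; control set: DMSO-only wells as low control; replicates: singlicate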
CSN deneddyl inh: inhibitors of CSN-mediated cullin deneddylation, primary screen, biochemical, fluorescence polarization, uHTS. 360,000 compounds, 0.38% hits. AID 651999, 2013. inhibition, % at 12.5 µM. Purified CSN, SCF-Nedd8-OG deneddylation;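 active = pattern-corrected inhibition above about 35%, with an unprinted fluorescence ratio check between 0.5 and 1.5, limit read from the data, passing the limit was not always enough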;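 note: 0% = enzyme with substrate and 100% = substrate without enzyme; some results filed as inactive read as strong as hits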
Target sequence (Q92905 whole entry, looked up, one chain of several): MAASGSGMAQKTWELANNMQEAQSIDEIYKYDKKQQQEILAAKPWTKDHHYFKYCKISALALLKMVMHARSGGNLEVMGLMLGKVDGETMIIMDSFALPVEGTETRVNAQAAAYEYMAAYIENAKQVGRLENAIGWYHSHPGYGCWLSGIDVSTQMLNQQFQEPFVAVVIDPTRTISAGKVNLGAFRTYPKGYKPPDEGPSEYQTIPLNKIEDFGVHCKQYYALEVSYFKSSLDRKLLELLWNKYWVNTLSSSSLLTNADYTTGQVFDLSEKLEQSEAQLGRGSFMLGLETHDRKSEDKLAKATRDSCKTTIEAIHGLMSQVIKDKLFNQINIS
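Assay system: Purified human Csn5 enzyme expressed in HEK293T cells | Amount: Enzyme 0.24 nM | Measured by: Fluorescence polarization readout | Medium: Tris/NaCl/DTT buffer, pH 7.5 | Compound dosing: One concentration, 12.5 µM, 0.25% DMSO | Times: 90 min incubation of compound, enzyme and substrate at room temperature | Control set: no-enzyme wells high, enzyme-with-substrate wells low | Read-out: % inhibition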
MsrA act: bovine MsrA enzyme activators, primary screen, biochemical, absorbance, HTS | purified bovine MsrA, absorbance read-out | activation, % at 10.6 µM | 360,000 compounds, 0.3% hits | AID 602163, 2012; in the data active = activation above about 7.5%;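 note: 0% = vehicle and 100% = reference activator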
Neddylation inh: inhibitors of cullin neddylation, primary screen, biochemical, TR-FRET, uHTS, NAE and Ubc12; NEDD8-conjugating enzyme Ubc12 (Homo sapiens) + NEDD8-activating enzyme E1 regulatory …; calls only at 25 µM; 360,000 compounds, 0.58% hits; AID 651699, 2012; in the data active = inhibition above about 36%
E coli Lon inh: inhibitors of E. coli Lon protease, primary screen, biochemical, fluorescence polarization | P0A9M0 | purified E. coli Lon protease | inhibition, % at 7.94 µM | 360,000 compounds, 0.42% hits | AID 602123, 2011; in the data active = inhibition above about 13%, passing the limit was not always enough;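 note: 0% = enzyme with probe and DMSO and 100% = no enzyme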
Target sequence (P0A9M0 whole entry, looked up): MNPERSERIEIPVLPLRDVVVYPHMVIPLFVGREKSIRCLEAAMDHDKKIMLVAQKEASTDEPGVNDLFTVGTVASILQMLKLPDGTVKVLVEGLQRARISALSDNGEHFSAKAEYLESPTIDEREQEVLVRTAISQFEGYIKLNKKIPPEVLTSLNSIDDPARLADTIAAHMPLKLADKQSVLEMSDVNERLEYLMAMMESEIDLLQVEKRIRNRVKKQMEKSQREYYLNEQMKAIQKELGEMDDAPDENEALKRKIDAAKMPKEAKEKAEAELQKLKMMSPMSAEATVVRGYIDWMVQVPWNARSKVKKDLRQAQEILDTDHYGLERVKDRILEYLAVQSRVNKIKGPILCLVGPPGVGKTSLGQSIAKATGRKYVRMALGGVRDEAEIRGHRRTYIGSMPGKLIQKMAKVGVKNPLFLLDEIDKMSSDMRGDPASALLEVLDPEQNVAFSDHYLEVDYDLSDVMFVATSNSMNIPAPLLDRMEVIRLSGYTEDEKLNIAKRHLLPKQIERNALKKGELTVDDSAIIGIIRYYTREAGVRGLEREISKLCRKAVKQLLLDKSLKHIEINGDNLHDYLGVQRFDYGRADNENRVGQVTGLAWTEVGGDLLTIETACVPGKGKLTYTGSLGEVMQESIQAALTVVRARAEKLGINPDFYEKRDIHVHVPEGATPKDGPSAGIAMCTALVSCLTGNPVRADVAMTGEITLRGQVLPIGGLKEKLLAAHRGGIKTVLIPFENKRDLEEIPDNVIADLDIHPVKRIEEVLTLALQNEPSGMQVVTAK
Rin1-Abl PPI inh: inhibitors of Rin1-Abl protein binding, primary screen, biochemical, TR-FRET; Tyrosine-protein kinase ABL1 (Homo sapiens) + Ras and Rab interactor 1 (Homo sapiens), …; inhibition, % at 7.35 µM; 360,000 compounds, 0.4% hits; in the data active = inhibition above about 5%, passing the limit was not always enough
MLLE-PAM2 inh: inhibitors of PABP1 MLLE–PAM2 peptide binding, primary screen, biochemical, fluorescence polarization, FITC-PAM2, GST-MLLE; Polyadenylate-binding protein 1 (Homo sapiens), P11940; 360,000 compounds, 0.36% hits; inhibition, % at 20 µM; AID 588489, 2011; in the data active = inhibition above about 35%, passing the limit was not always enough;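 note: plate controls were DMSO wells with GST-MLLE for no effect and wells lacking GST-MLLE protein for full effect; some results filed as inactive read as strong as hits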
MsrA inh: bovine MsrA enzyme inhibitors, primary screen, biochemical, absorbance, HTS; Methionine sulfoxide reductase A (Bos taurus); purified bovine MsrA, absorbance read-out; inhibition, % at 15.5 µM; 360,000 compounds, 0.75% hits; AID 651718, 2012; in the data active = inhibition above about 4.5%;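 note: 0% = vehicle wells with enzyme and 100% = reference inhibitor wells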
* = called active by the depositor; i = inactive; · = no result given. This is a random part of the collection. Share with any hit: about 4%.

SMILES	FAS TE block	Tb MetRS inh	CSN deneddyl inh	MsrA act	Neddylation inh	E coli Lon inh	Rin1-Abl PPI inh	MLLE-PAM2 inh	MsrA inh
Nc1ncnc2c1cnn2-c1ccccc1	-5	-0.3	2	-1	i	0	4	1	-1.1
COc1ccc(-c2nc(CS(=O)CC(=O)NCc3ccc4c(c3)OCO4)c(C)o2)cc1OC (stereo not drawn)	-5	0.1	0	0	i	-10	0	30	0.2
Cc1nn(CC(=O)Nc2ccc(Cl)c(S(=O)(=O)N(C)C)c2)c(C)c1[N+](=O)[O-]	1	0.6	-3	-5	i	-19	0	10	-1.0
CCCCCCCCNS(=O)(=O)CCNCc1ccccc1	4	0.0	-2	-2	i	-10	0	-3	0.9
COc1ccc2c(C)cc(SCC(=O)Nc3cc(C(N)=O)cc(C(N)=O)c3)nc2c1	-4	0.2	21	-1	i	-10	-8	-16	-0.2
COc1ccc(-c2[nH]c(-c3ccccc3)nc2SCC(=O)Nc2nccs2)cc1	8	-0.3	0	-2	i	-5	-2	12	2.6
O=C1C(Cl)=C(N2CCOCC2)C(=O)N1c1ccccc1F	-9	-1.6	-3	-3	i	2	0	27	0.3
CCCCN(CC)CCNC(=O)c1nn(-c2ccc(OC)cc2)c(=O)c2c1c1ccccc1n2C	6	-1.2	4	-11	i	-1	-3	-4	-0.1
Cc1cc(Cl)c(S(=O)(=O)N2CCN(c3ccccc3)CC2)cc1OCC(N)=O	7	0.1	3	-3	i	-6	-2	-5	-1.2
COc1ccc(CSCC(=O)NN=C2CCN(C)CC2)cc1	-5	0.2	-4	-3	i	-2	2	-8	-0.6
CCN(CCCCCCN)c1ccc2c(=O)[nH][nH]c(=O)c2c1	-5	-0.1	-1	-4	i	-4	-10	-19	-0.2
Cc1ccc(C)c(Cn2nnc3c(=O)[nH]c(C4CCN(S(=O)(=O)c5ccc(S(=O)(=O)N(C)C)cc5)CC4)nc32)c1	17	0.1	6	-2	i	-2	1	3	-1.1
CCOC(=O)c1c(C)n(OC)c2ccc3c(no[n+]3[O-])c12	8	-0.1	1	3	i	2	1	-1	-0.3
CSc1cc(-c2ccc(Cl)cc2)c(C(=O)N2CCCC2)s1	7	-1.1	-3	-5	i	-8	1	8	0.1
O=C(O)C(=O)/C(=C\c1ccc([N+](=O)[O-])cc1)c1ccc2ccccc2n1	3	-0.3	18	-5	i	-47	3	-13	0.1
O=C(NCCCN1CCCCC1)c1ccc2c(c1)ncn2C1CCCC1	-6	-0.6	-6	-1	i	0	-4	1	1.3
CCN(C(=O)COC(=O)CCC(=O)c1cccs1)c1ccccc1	2	-0.3	5	-7	i	3	4	-8	0.4
c1ccc(-c2nc(-c3cccnc3)cs2)cc1	5	-0.3	-2	-2	i	-1	-2	-8	-0.3
CC1(C)CC(=O)C2=C(C1)OC(N)=C([N+](=O)[O-])C2c1ccc(C#N)s1 (stereo not drawn)	3	-1.0	0	-12	i	-3	-5	-18	1.3
Cc1ccc(NC(=O)COC(=O)CCc2c[nH]c3ccccc23)cc1[N+](=O)[O-]	17	0.0	-4	0	i	2	-7	-4	-0.5
CC(C)C[C@@H](C(=O)NCC1CCCO1)N1C(=O)N2CCc3c([nH]c4ccccc34)[C@@]2(C)C1=O (stereo partly drawn)	3	1.0	-1	1	i	-4	-2	-4	0.8
COc1ccccc1CNC(=O)C1CCC(CNS(=O)(=O)c2ccccc2)CC1 (stereo not drawn)	-3	0.1	-4	1	i	-3	1	-7	0.4
O=[N+]([O-])c1ccc2c(c1)C(N1CCOCC1)/C(=C/COc1ccc3ccccc3c1Br)O2 (stereo not drawn)	13	0.2	3	1	i	-4	-3	5	1.4
COc1ccc(NC(=O)[C@@H](NC(=O)N2C[C@H]3C[C@@H](C2)c2cccc(=O)n2C3)C(C)C)cc1OC	-6	0.1	0	-2	i	-12	2	8	-0.4

One compound at a time, as listed above. Screens in order: FAS TE block | Tb MetRS inh | CSN deneddyl inh | MsrA act | Neddylation inh | E coli Lon inh | Rin1-Abl PPI inh | MLLE-PAM2 inh | MsrA inh
Record of O=[N+]([O-])c1ccc2c(c1)C(N1CCOCC1)/C(=C/COc1ccc3ccccc3c1Br)O2 (stereo not drawn) : 13 | 0.2 | 3 | 1 | i | -4 | -3 | 5 | 1.4
Record of Cc1ccc(NC(=O)COC(=O)CCc2c[nH]c3ccccc23)cc1[N+](=O)[O-] : 17 | 0.0 | -4 | 0 | i | 2 | -7 | -4 | -0.5

Continued.
SMILES	FAS TE block	Tb MetRS inh	CSN deneddyl inh	MsrA act	Neddylation inh	E coli Lon inh	Rin1-Abl PPI inh	MLLE-PAM2 inh	MsrA inh
Nc1cc2c(cc1C(=O)c1ccccc1)OCCO2	0	-0.6	-2	-4	i	-9	-1	10	1.9
Cc1ccsc1/C=N/NC(=O)C1CC(=O)N(c2ccccc2)C1 (stereo not drawn)	-9	0.0	2	-5	i	-5	-3	12	3.4
C[C@H]1COC(=O)[C@H](NC(=O)OCC2c3ccccc3-c3ccccc32)C/C=C\C[C@H](CC(=O)N(CCO)Cc2ccccc2)C(=O)N1	1	-0.4	8	-3	i	-2	-4	1	-0.2
CN1CCN(CC#Cc2ccccc2)CC1CCO (stereo not drawn)	-2	0.3	1	-2	i	-2	4	12	0.8
CC1CCC2=NN(C(=O)c3ccco3)C(O)(C(F)(F)F)C2C1 (stereo not drawn)	1	0.1	-4	-3	i	-9	-1	-8	-1.1
CCCCN(C)Cc1c(C)[nH]c2ccc(C)cc2c1=O	-9	10*	-2	0	i	5	0	6	0.4
CCC(=O)c1cc(F)ccc1OCC(=O)N1CCN(c2ccc(F)cc2)CC1	15	-0.1	-6	1	i	-7	2	-3	-1.3
CCC(CO)Oc1cc(NCc2ccc(C(=O)O)cc2)c2ncn(C(C)C)c2c1 (stereo not drawn)	-6	-0.5	2	-11	i	-4	1	9	-0.3
C=CC[n+]1c(/C=C2\C=Cc3cc(C)ccc3N2CC)ccc2ccccc21	-8	-1.3	18	-3	i	-8	-20	-178	-0.7
COc1ccc(Cl)cc1NC(=S)NC1CCCC1	1	0.0	0	0	i	-7	-5	12	0.6
Cc1nnc(SCc2nnc(-c3ccccc3Br)o2)n1-c1ccccc1	-7	-0.2	-4	-1	i	6	3	-22	-0.2
CC(=O)Nc1ccc(S(=O)(=O)Nc2ccc(-n3cnnn3)cc2)cc1	-1	0.5	-2	-1	i	0	2	-2	-0.1
Cc1c(C(=O)NC2CC2)oc2ccccc12	-7	-0.4	-3	-1	i	-3	-1	21	-0.9
Fc1ccc(CSc2nc3ncc(Br)cc3[nH]2)cc1	-5	2.5	7	-1	i	-10	-21	-5	-0.5
CC(C)CC(=O)NC(=S)NNC(=O)c1ccc([N+](=O)[O-])cc1	-3	0.0	-10	0	i	-6	-2	9	1.1
CC(=O)Nc1ccc(-c2cc(NC(C)=O)n(-c3ccccc3)n2)cc1	-2	-1.4	7	-2	i	-11	1	8	-2.0
Cc1ccn2cc(CNS(=O)(=O)c3cccs3)nc2c1	0	0.0	-5	0	i	3	-1	-9	0.0
Cc1ccc(C(=O)OCC(=O)N2CCC(C)CC2)cc1S(=O)(=O)N1CCOCC1	-1	-0.2	-3	-2	i	5	0	-4	0.4
CC(=O)c1cccc(N(CC(=O)Nc2cc(C)cc(C)c2)S(C)(=O)=O)c1	2	-0.7	-9	-10	i	1	1	-7	0.4
O=C(O)/C=C/C(=O)NCc1ccccc1	-13	-1.2	-7	-2	i	-5	-2	7	-1.4
Cc1ccc(NS(=O)(=O)c2ccc(Br)s2)nc1	3	-0.6	-12	-4	i	-2	2	-15	-0.1
O=C(CSc1nnnn1C1CCCCC1)NCCc1ccccc1	-4	-0.5	2	2	i	4	4	-7	1.0
CCCc1c(C(=O)N/N=C/c2sccc2C)nnn1-c1nonc1N	-8	0.2	2	-2	i	-12	-3	1	0.0
CCN(Cc1ccccc1)C(=O)CS(=O)(=O)c1ccccc1	-1	1.3	6	-1	i	6	0	-4	0.7
CC1ON=C(c2ccc(F)cc2)NC1=O (stereo not drawn)	-2	-0.1	0	-2	i	0	4	-17	-1.0
CC1(C)CC(=O)N(CC(=O)NC2CCCC2)c2ccccc2S1(=O)=O	1	-2.0	-5	1	i	2	1	12	2.2
COc1cccc(-c2ccc(NC(=O)C3CCCN(Cc4cnn(C)c4)C3)cc2)c1 (stereo not drawn)	-4	-0.1	0	-2	i	-6	2	-18	-0.4
Cc1nn(-c2ccccn2)c(C)c1Oc1ccccc1O	-10	-0.2	-1	-1	i	4	2	-11	0.9
CCOC(=O)N1CCC(NC(=O)c2ccc3c(c2)N(C)C(=O)/C(=C/c2cccc(OC)c2)S3)CC1	19	0.2	2	-1	i	-4	-3	13	0.2
CN(C)S(=O)(=O)c1ccc(C(=O)NCC[N+]2(C)CCCCCC2)o1	-4	-0.5	-3	-1	i	-5	2	-128	0.8
COc1ccc(CCNC(=O)CCc2ccc(S(=O)(=O)NCC(C)C)cc2)cc1OC	-3	-1.3	-7	1	i	2	2	-4	1.0
O=C(O)c1[nH]c2ccccc2c1NS(=O)(=O)Cc1ccccc1	-9	-0.6	7	-9	·	-13	0	-6	0.5
O=C(CCS(=O)(=O)c1ccccc1)Nc1nnc(-c2ccco2)o1	-2	0.0	0	-4	i	-10	5	5	0.1
COc1ccc(C(=O)NCc2n[nH]c(=S)n2-c2ccccc2)cc1OC	-11	-1.3	-3	-4	i	5	0	-8	0.9
COc1ccc(C(=O)NCC(=O)OCc2ccc(Cl)cc2Cl)cc1OC	7	0.1	4	-4	i	0	6	9	0.2
O=C(Nc1ccc(N2CCOCC2)cc1)c1cc2c(s1)CCCC2	-1	-1.5	-2	-14	i	-1	2	-5	1.4
CCOC(=O)Cn1c(=O)n(Cc2ccccc2)c(=O)c2cccnc21	-1	-0.2	-2	-3	i	-6	-1	-7	-1.3
Cc1cc(C)c(C)c(S(=O)(=O)Nc2ccccc2N2CCOCC2)c1C	32	-0.1	0	-3	i	-3	2	-4	-0.4
C=CCN(CC(=O)NCC1CCCO1)C(=O)CCC(=O)Nc1cc(C)on1 (stereo not drawn)	-6	-0.1	0	-1	i	2	-1	-16	0.1
CCOC(=O)N1CCN(C(=O)C(c2ccccc2)c2ccccc2)CC1	-3	-0.1	-1	-1	i	5	0	12	-0.7
Cc1cc(SCc2ccc([N+](=O)[O-])cc2)nc(=O)[nH]1	3	0.4	1	-2	i	-8	0	-11	1.3
COc1cccc(N2CCN(C3C4CC5CC(C4)CC3C5)CC2)c1 (stereo not drawn)	12	0.0	0	0	i	2	-1	-12	0.1
Cc1oc(-c2ccccc2F)nc1CN1CCC(C(=O)NCc2ccco2)CC1	-5	-0.5	9	0	i	-12	-4	-15	-0.2
COc1cc(C(=O)OC2CSCC2NC(=O)c2ccccc2)cc(OC)c1OC (stereo not drawn)	-3	-1.1	1	-3	i	-4	-4	4	-0.6
CC(=O)n1cc([C@H]2C=C(C(=O)N3CCOCC3)O[C@@H](OCc3ccc(CO)cc3)C2)c2ccccc21	-7	0.0	-2	-2	i	0	4	4	2.0
